Rab9 promoter act – qHTS Assay for Rab9 Promoter Activators | Potency, µM (doses to about 9.22 µM), inactives show at the highest dose activation, negative = inhibition, hits mostly activators | Huh7 Rab9 promoter-luciferase reporter, luminescence, 24 h | hit rate 2.8% among 320,000; also: potency is read from the fitted curve at half-maximal effect; % of control where 0% means no effect; nearly all actives have a fitted effect of over 60% in size
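Rab9 promoter-driven luciferase in stably transfected Huh7 cells; 1500 cells/well rested 2 h, exposed to compound in DMSO for 24 h at 37 °C, 5% CO2. Luminescence read 10 min after adding luciferase reagent at ambient temperature.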
NPC1 promoter act – qHTS Assay for NPC1 Promoter Activators; Huh7 NPC1 promoter luciferase reporter, 24 h; Potency, µM (series often up to 9.22 µM), for inactives: at the top dose activation, most hits filed as activators; hit rate 2.4% among 320,000; AID 485313, 2010;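 also: potency is read from the fitted curve at half-maximal effect; % of control where 0% means no effect; nearly all actives have a fitted effect of over 60% in size; reporter is driven by a mutant NPC1 promoter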
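Quantitative HTS used a cell-based reporter: Huh7 cells stably bearing the NPC1 promoter upstream of luciferase were treated with compounds for 24 h, and promoter activation was read as luminescence.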
FLuc modulator – qHTS profiling assay for firefly luciferase inhibitor/activator using purifed enzyme and Km concentrations of substrates (counterscreen for miR-21 project); Luciferin 4-monooxygenase (Photinus pyralis), P08659; purified FLuc, Km substrates, luminescence inhibition; Potency, µM (series often up to 57.5 µM), inactives show top-dose activity change, negative = inhibition, usual class: inhibitors; hit rate 6.9% among 360,000; AID 588342, 2011;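 also: potency is read from the fitted curve at half-maximal effect; plate controls were vehicle for no effect and reference inhibitor for full effect; nearly all actives have a fitted effect of over 55% in size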
Target sequence (P08659 whole entry, looked up): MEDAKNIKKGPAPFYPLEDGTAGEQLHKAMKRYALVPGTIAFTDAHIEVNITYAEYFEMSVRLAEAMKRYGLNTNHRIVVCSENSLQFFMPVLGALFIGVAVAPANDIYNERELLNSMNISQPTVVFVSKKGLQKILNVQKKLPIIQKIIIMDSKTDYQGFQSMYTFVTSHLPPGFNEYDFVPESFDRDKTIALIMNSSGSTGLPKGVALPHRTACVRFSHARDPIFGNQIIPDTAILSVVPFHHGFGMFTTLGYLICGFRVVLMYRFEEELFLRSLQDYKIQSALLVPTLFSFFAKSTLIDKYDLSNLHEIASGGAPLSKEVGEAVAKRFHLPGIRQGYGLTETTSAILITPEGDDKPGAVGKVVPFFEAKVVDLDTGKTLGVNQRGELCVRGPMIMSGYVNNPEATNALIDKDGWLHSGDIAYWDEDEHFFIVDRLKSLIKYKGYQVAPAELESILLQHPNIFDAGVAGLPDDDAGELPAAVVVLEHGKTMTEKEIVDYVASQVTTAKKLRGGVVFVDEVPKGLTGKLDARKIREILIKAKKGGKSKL
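Purified P. pyralis luciferase (10nM final) with 10uM D-luciferin and 10uM ATP (Km levels) in 50mM Tris acetate pH 7.5, 10mM Mg acetate, 0.01% Tween-20, 0.05% BSA; qHTS 6-point titration, ~60 µM downward; luminescence read.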
Tb PFK block – qHTS Assay to Find Inhibitors of T. brucei phosphofructokinase; AID 485367, 2010; T. brucei PFK, ADP-Glo luminescence; Potency, µM (series often up to 57.5 µM), without a hit: at the highest dose activity, negative = inhibition, most hits filed as inhibitors; hit rate 0.17% among 330,000;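 also: potency is read from the fitted curve at half-maximal effect; 0% = uninhibited 1x PFK enzyme wells and -100% = no-enzyme wells; nearly all actives have a fitted effect of over 60% in size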
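Activity is normalized to no-enzyme wells (full inhibition) and 1.25 nM enzyme wells (no inhibition). Reaction: 0.5 mM F6P, 0.1 mM ATP, 45 min RT, ADP-Glo luminescence; concentration-response curves fitted and classed by quality.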
p53 reactivator – qHTS assay for re-activators of p53 using a Luc reporter; hit rate 0.063% among 320,000; Potency, µM (highest dose often 92.2 µM), for the others: at the top dose activity change, positive = activation, hits mostly activators; AID 504706, 2011; H1299 p53-A138V BP100-luciferase reporter, luminescence, 24 h; also: potency is read from the fitted curve at half-maximal effect; % of control where 0% means no effect; nearly all actives have a fitted effect of over 45% in size
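H1299 (p53-null), stable ts p53-A138V + BP100-Luc; 1000 cells/well, Opti-MEM/10% FBS; cpd 4 pt, 1:5; 24 h, 37 deg C, 5% CO2; detection reagent 10 min RT; luminescence.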
ELG1 DNA repair – qHTS screen for small molecules that inhibit ELG1-dependent DNA repair in human embryonic kidney (HEK293T) cells expressing luciferase-tagged ELG1. HEK293T ELG1-luciferase reporter, luminescence, 16 h; DNA damage induced by 5-fluorouridine. hit rate 2.3% among 330,000. Potency, µM (series often up to 46.1 µM), without a hit: top-dose activity change, negative = inhibition, usual class: inhibitors; also: potency is read from the fitted curve at half-maximal effect; % is scaled to controls: 0 for no effect and ±100 for the full control effect; nearly all actives have a fitted effect of over 55% in size
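Step one: seed 2,000 cells per well. Step two: pin-transfer compound or DMSO alongside 5-fluorouridine. Step three: incubate 16 hr, 37 °C, 5% CO2. Step four: add ONE-Glo, wait 30 min, read luminescence.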
BRCA1 expr act – qHTS Assay to Identify Small Molecule Activators of BRCA1 Expression. MCF7-BRCA1-FFLuc reporter, luminescence, 48 h; response scale: scaled: vehicle 0%, 10 µM genistein 100%. Potency, µM (highest dose often 46.1 µM), inactives show at the highest dose activation, hits mostly activators. hit rate 1.1% among 380,000; also: potency is read from the fitted curve at half-maximal effect; nearly all actives have a fitted effect of over 80% in size; some results filed as inactive show a strong effect at the top dose
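Quantitative HTS in MCF7 cells stably reporting BRCA1 expression via firefly luciferase. Compound treatment lasts 48 h at 37 °C in phenol-red free MEM. Activation is expressed relative to genistein at 10 microM and DMSO.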
TRPV1 agonist – HTS Assay for Compounds that Act as Agonists of the Vanilloid Receptor 1; Transient receptor potential cation channel subfamily V member 1 (Homo sapiens), Q8NER1; TRPV1-expressing cells, Fluo-8 calcium influx, agonist mode; activation, % at 8.33 µM; hit rate 0.19% among 320,000; AID 540275, 2011; in the data active = activation above about 80%; inconclusive = between about 30% and that limit; also: 0% is about no effect
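Fluo-8 calcium influx in TRPV1-expressing cells, kinetic read (ex 480/em 520 nm). Compound added and read 3 min for agonist activity, followed by capsaicin at EC20 final and 2 min further read for enhancement.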
ELG1 genotoxic – qHTS screen for small molecules that induce genotoxicity in human embryonic kidney (HEK293T) cells expressing luciferase-tagged ELG1; HEK293T ELG1-luciferase reporter, luminescence, 16 h; Potency, µM (highest dose often 46 µM), for the others: top-dose activity change, positive = activation, most hits filed as activators; hit rate 1.3% among 330,000; also: potency is read from the fitted curve at half-maximal effect; % of control where 0% means no effect; nearly all actives have a fitted effect of over 60% in size
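Genotoxicity was scored as increased ELG1-luciferase reporter signal, measured by ONE-Glo luminescence (30 min, room temperature). Compound or vehicle exposure of the HEK293T reporter cells lasted 16 hr at 37°C.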
Gal4-VP16 FLuc – VP16 counterscreen qHTS for inhibitors of ROR gamma transcriptional activity; Potency, µM (doses to about 53.6 µM), without a hit: top-dose activity, negative = inhibition, most hits filed as inhibitors; hit rate 3.5% among 310,000; Drosophila S2 Gal4-VP16 UAS-luciferase, luminescence, 20 h;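 also: Gal4-VP16 expression switched on by copper sulfate through the metallothionein promoter; potency is read from the fitted curve at half-maximal effect; % is scaled to controls: 0 for no effect and ±100 for the full control effect; nearly all actives have a fitted effect of over 50% in size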
RORgamma inh – qHTS for inhibitors of ROR gamma transcriptional activity; Nuclear receptor ROR-gamma (Mus musculus), P51450; Drosophila S2 Gal4-RORgamma UAS-luciferase reporter, 20 h; Potency, µM (titrated, usually from 53.6 µM), inactives show at the top dose activity change, negative = inhibition, usual class: inhibitors; hit rate 5.4% among 310,000; AID 2551, 2010; also: potency is read from the fitted curve at half-maximal effect; % is scaled to controls: 0 for no effect and ±100 for the full control effect; nearly all actives have a fitted effect of over 60% in size
Target sequence (P51450 whole entry, looked up, the tested form may be a part): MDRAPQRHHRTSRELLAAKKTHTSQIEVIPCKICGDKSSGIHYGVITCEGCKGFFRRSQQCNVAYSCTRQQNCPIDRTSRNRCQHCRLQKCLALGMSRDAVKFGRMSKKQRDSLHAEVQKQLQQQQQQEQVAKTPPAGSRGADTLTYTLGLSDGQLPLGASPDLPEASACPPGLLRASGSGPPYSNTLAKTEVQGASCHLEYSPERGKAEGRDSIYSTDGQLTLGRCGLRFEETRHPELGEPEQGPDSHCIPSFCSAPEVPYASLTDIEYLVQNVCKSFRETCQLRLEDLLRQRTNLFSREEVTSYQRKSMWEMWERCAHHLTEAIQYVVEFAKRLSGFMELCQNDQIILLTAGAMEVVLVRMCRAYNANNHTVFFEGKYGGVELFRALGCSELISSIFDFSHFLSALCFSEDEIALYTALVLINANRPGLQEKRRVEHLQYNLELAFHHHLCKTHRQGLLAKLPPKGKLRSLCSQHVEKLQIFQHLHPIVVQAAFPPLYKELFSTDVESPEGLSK
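Read-out: Photinus luciferase luminescence; inhibitors lower reporter signal. Insect Schneider cells with Gal4-ROR gamma fusion under metallothionein promoter, UAS reporter; 700 uM final copper sulfate induction, 20 hr, ambient temperature.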
An asterisk follows results filed as active; ? = inconclusive; · = not tested or not shown; & = joins results of further samples; [ ] = dose if it differs, or a comment. Unless noted, calls follow the shape of the dose curve; as a rule, active = well fitted curve in the direction sought with a large enough effect; inconclusive = small, poorly fitted or top-dose-only effect, or another doubt; inactive = no such curve, though single readings can be large; an effect the other way counts as inactive or inconclusive.

SMILES	Rab9 promoter act	NPC1 promoter act	FLuc modulator	Tb PFK block	p53 reactivator	ELG1 DNA repair	BRCA1 expr act	TRPV1 agonist	ELG1 genotoxic	Gal4-VP16 FLuc	RORgamma inh
CCC(C)(C)NC(=O)C(c1cccc(OC)c1OC)N(Cc1ccc(OC)cc1)C(=O)CCC(=O)Nc1cc(C)on1 (centres undefined)	-0.6%	-3.2%	1.1%	5.1%	-1.4%	9.7%	-8.7%	9.6	-1.9%	-4.1%	22.2%
Cc1nc(-c2ccccc2)cn2c1nc1ccccc12	0.4%	1.8%	-13.7%	-0.1%	-6.8%	-14.7%	-25.6%	?	-1.1%	0.9%	-13.4%
CS(=O)(=O)n1nc(NCc2cccs2)nc1NCc1cccs1	-1.1%	-0.9%	0.6%	-1.2%	-10.5%	-0.4%	-5.7%	0.1	2.8%	29.2%	29.9%
CN1CCN(C(=O)c2ccc(N(C)S(=O)(=O)c3cccs3)cc2)CC1	-2.8%	1.0%	-1.6%	-1.0%	6.1%	-1.5%	0.0%	-2.2	0.6%	3.3%	9.5%
O=C(NCC(=O)N(c1ccc(F)cc1)C(C(=O)NCC1CCCO1)c1ccccc1)c1ccco1 (centres undefined)	6.5%	3.2%	0.4%	-2.0%	5.5%	-10.6%	0.5%	-0.8	-6.4%	-2.4%	8.9%
Cc1ccn2c(CNCCn3cccn3)c(C(=O)N3CCCCCC3)nc2c1	-0.8%	9.9%	-3.1%	-0.5%	-0.5%	4.7%	-2.1%	-0.5	0.6%	-0.4%	28.7%
CCc1nnc(NC(=O)c2ccc(NS(=O)(=O)c3ccccc3)cc2)s1	0.1%	-2.4%	3.1%	16.1%	-2.8%	?	0.4%&-8.8%	-1.5	1.5%	11.0%	110.4%
Cc1ccc(SCC(=O)NNC(=O)CNC(=O)c2ccccc2F)cc1	·	·	·	-2.6%	0.7%	0.0%	-25.6%	·	-0.4%	·	·
COc1ccc(C(=O)COC(=O)CCCN=C2NS(=O)(=O)c3ccccc32)c(OC)c1	-1.4%	0.3%	-18.7%	-3.6%	-12.9%	-13.6%	15.3%	-2.7	-9.4%	·	·
COc1cc(Br)c(C(C)NC(=O)c2cccc(Br)c2)cc1OC (centres undefined)	4.0%	2.5%	-1.1%	5.8%[0.46 µM]	-7.8%	-25.1%	-65.7%	-0.2	-6.1%	-12.4%	23.6%
O=C(CSC1=NCCS1)Nc1ccc(S(=O)(=O)N2CCCCCC2)cc1	3.5%	-3.6%	1.3%	0.2%	24.8%	?	-12.2%	?	-12.8%	0.5%	-13.8%
O=C(Cn1ccc2ccccc2c1=O)NCCC(=O)Nc1cccnc1	?	-1.6%	-0.7%	1.8%	-2.9%	-4.5%	-31.4%	1.8	-2.3%	1.6%	-2.2%
Cn1c(=O)oc2cc(S(=O)(=O)N3CCC(N4CCCCC4)CC3)ccc21	1.7%	-1.8%	0.0%	-0.9%	-1.2%	8.2%	-4.0%	-6.4	4.0%	-1.2%	9.1%
CC(C)=C(NC(=O)c1ccccc1)C(=O)Nc1ccc(C(=O)O)cc1	-3.1%	0.5%	2.8%	2.5%	-0.5%	-10.5%	2.6%	0.8	-2.2%	-5.9%	27.3%
CC1(C)OC(=O)C(=CNc2cccc(O)c2)C(=O)O1	0.0%	9.1%	?	2.0%	4.7%	-12.1%	2.3%	2.2	3.3%	16.0%	24.0%
CCOC(=O)C1=C(COC(=O)/C=C/c2cc(OC)c(OC)c(OC)c2)NC(=O)NC1C (centres undefined)	-3.3%	-2.2%	0.7%	0.4%	-8.9%	?	-34.0%	1.4	-9.8%	?	?
Cc1c(NC(=O)CN(c2ccc(F)cc2)S(=O)(=O)c2ccccc2)c(=O)n(-c2ccccc2)n1C	-2.2%	0.2%	3.7%	1.6%	-7.1%	-6.2%	22.4%	2.6	4.3%	?	2.0%
CCN(Cc1nc2ccccc2c(=O)[nH]1)C(=O)CN1C(=O)NC2(CCCCC2C)C1=O (centres undefined)	0.2%	0.6%	3.3%	0.5%	3.9%	15.4%	-7.6%	1.6	5.7%	·	·
COc1ccccc1N1CCN(S(=O)(=O)c2ccc(-n3cnnn3)c(C)c2)CC1	-8.1%	0.4%	6.2%	0.0%	-2.0%	4.6%	16.3%	17.2	-2.0%	1.3%	?
O=C1c2ccc([N+](=O)[O-])cc2C(=O)N1c1ccc(Cl)cn1	-1.9%	-0.5%	0.8%	4.9%	4.5%	0.7%	9.8%	1.3	1.7%	-12.5%	-4.2%
O=c1[nH]c(C2CCN(S(=O)(=O)c3cccc(Cl)c3)CC2)nc2c1nnn2Cc1ccccc1	-4.8%	-3.8%	1.0%	2.0%	4.0%	?	-53.1%	0.1	-7.1%	-10.5%	?
CC1Cc2ccccc2N1C(=O)CSc1nc2ccccc2s1 (centres undefined)	1.0%	-4.8%	-12.7%	-3.0%	24.3%	16.3%	31.5%	21.1	-1.4%	-7.6%	15.8%
CC1Cc2ccccc2N1C(=O)CN(C)CC(=O)Nc1cccc(F)c1 (centres undefined)	-4.4%	-0.4%	-4.6%	0.0%	-4.0%	0.8%	-14.9%	2.6	0.1%	·	·
Cc1ccc(N(C(=O)c2csnn2)C(C(=O)NC2CCCC2)c2cccnc2)cc1 (centres undefined)	3.6%	-2.0%	0.4%	-2.2%	-1.8%	0.7%	-8.8%	3.1	-0.7%	-17.7%	-2.7%
CO[C@H]1O[C@H](C)[C@@H](O)C[C@H]1NC(=O)OCc1ccccc1	3.2%	-1.7%	4.7%	1.3%	-6.4%	7.0%	1.2%	0.3	-2.3%	-6.2%	-32.0%
(list continues)
SMILES	Rab9 promoter act	NPC1 promoter act	FLuc modulator	Tb PFK block	p53 reactivator	ELG1 DNA repair	BRCA1 expr act	TRPV1 agonist	ELG1 genotoxic	Gal4-VP16 FLuc	RORgamma inh
COc1ccc(S(=O)(=O)Nc2nncs2)cc1	2.5%	-0.8%	-1.1%	-5.7%	2.5%	12.8%	14.7%	-2.9	0.4%	-10.0%	-22.9%
Cc1ccc(NC(=O)c2nc[nH]c2C(=O)N2CCN(c3ccccc3)CC2)cc1	-9.2%	-3.7%	2.4%	-4.5%	2.9%	14.9%	-10.4%	-0.4	2.2%	12.6µM*	4.47µM*
COC(=O)CSc1nnc(-c2ccncc2)n1N	-3.3%	-3.5%	1.9%	-4.6%	2.5%	-0.9%	7.0%	1.8	-1.4%	-0.3%	-19.5%
Oc1cccc(/C=N/Nc2cc(N3CCOCC3)nc(N3CCOCC3)n2)c1	-5.0%	-3.2%	?	?	-5.6%	?	-64.5%	93.1*	0.5%	-25.0%	15.4%[10 µM]
c1csc(CNCCCN2CCOCC2)c1	-3.2%	-0.1%	0.7%	-4.2%[0.46 µM]	4.1%	?	-9.9%	0.6	7.1%	-9.1%	-12.9%
COC(=O)c1ccc(Cn2nc(-c3ccccc3)ccc2=O)cc1	-12.1%	4.8%	-0.2%	2.1%	-4.8%	-1.6%	-2.3%	26.8	1.5%	5.6%	20.9%
CC(=O)N(\C=C/C=C/C=C1\Sc2ccccc2C1=O)c1ccccc1	6.9%	-1.5%	7.57µM*	?	13.7%	?	-17.9%	3.8	-4.7%	8.7%	-27.0%
CC(C)(C)NC(=O)Cn1cnc2cc([N+](=O)[O-])ccc2c1=O	-6.7%	-2.8%	-1.2%	2.8%	6.5%	0.2%	-8.9%	-6.0	-1.7%	9.6%	-7.8%
COc1ccc(CC(=O)Nc2nc(C)cs2)cc1	7.0%	5.8%	-7.9%	-0.4%	3.2%	-16.4%	37.1%	1.1	4.7%	23.6%	39.8%
COc1ccc(CNC(=O)C(=O)NCCC2CCCCN2S(=O)(=O)c2ccc(C)cc2)cc1 (centres undefined)	0.5%	0.7%	2.6%	4.5%	2.1%	?	-61.9%	15.1	-2.3%	·	·

Source: PubChem BioAssay

Compounds were not picked by outcome; any-hit rate near 15%.
